Bioassay records deposited in PubChem by Broad Institute.
DENV2 CPE rescue – DENV2-induced cell death inhibition. DENV2-infected cells, cytopathic effect rescue, plate reader. CPE inhibition, % at 9.99 µM. 1.7% of 350,000 active; in the data active = CPE inhibition above about 20%, passing the limit was not always enough; inconclusive = no clear call, values can overlap the other calls; tested in BHK-21 cells;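 note: 0% = median of neutral control wells and 100% = median of positive control wells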
LGR2 inh – Drosophila LGR2 receptor signaling inhibition; HEK293 LGR2, CRE-luciferase, bursicon-stimulated, 4 h; 0.35% of 380,000 active; inhibition, % at 9.99 µM; AID 720647;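 active = drop in luminescence signal, shown as inhibition above about 50% in the replicate tests, limit read from the data, passing the limit was not always enough; inconclusive = probably only some replicates passing the limit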;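 note: agonist challenge used bursicon conditioned medium at about half maximal strength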
ARNT-TACC3 inh – ARNT/TACC3 interaction disruption; Q9Y6A5; AlphaScreen His-ARNT PAS-B/GST-TACC3 binding, luminescence; TACC3 fragment carries E629A point mutation; inhibition, % at 9.99 µM; 0.66% of 390,000 active; AID 623870;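 active = mean inhibition of replicates at least 50% and at least half of replicates each reaching 50%; inconclusive = half or more replicates reach 50% but mean below 50%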;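 note: 0% = complete ARNT plus TACC3 wells and 100% = ARNT alone without TACC3; many hits fall short of the cut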
PAX8 reporter – lowers PAX8-driven luciferase in RMG-I cells; RMG-I TPO-luciferase reporter, SteadyGlo, 24 h; inhibition, % at 12.6 µM; 1.2% of 360,000 active; AID 652154;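 active = mean replicate inhibition at least 60% with every replicate also reaching 60%; inconclusive = only one of the two criteria is met; inactive = mean below 60% and not all replicates reaching 60%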;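 note: luciferase light reporting Pax8 driven TPO promoter activity; plate controls were median of neutral control wells for no effect and mitoxantrone controls for full effect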
EWS-Fli block – blocks EWS/Fli oncoprotein-driven transcription; inhibition, % at 12.6 µM; AID 651661; 0.67% of 350,000 active; A673 NR0B1-luciferase reporter, viability-normalised;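 active = mean inhibition of at least 50% after viability correction, with every replicate also passing that limit; inconclusive = mean reaches 50% but only one of two replicates passes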;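 note: firefly luciferase signal divided by Alamar Blue viability fluorescence both relative to DMSO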
CASP6 VEID inh – inhibitors of human caspase-6; P55212; purified caspase-6, Z-VEID-R110 cleavage fluorescence; inhibition, % at 12.5 µM; 0.53% of 350,000 active; AID 686996;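 active = mean inhibition across replicates at least about 35%, with every replicate also reaching that limit, limit read from the data; inconclusive = only one of the two criteria met; inactive = neither criterion met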;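 note: 0% = median of neutral control wells and 100% = no fluorescence left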
Target sequence (P55212 24-179 limits assumed): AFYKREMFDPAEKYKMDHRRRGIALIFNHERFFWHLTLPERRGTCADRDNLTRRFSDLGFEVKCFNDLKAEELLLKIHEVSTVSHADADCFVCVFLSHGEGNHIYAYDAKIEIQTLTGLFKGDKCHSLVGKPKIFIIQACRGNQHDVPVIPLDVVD
Target sequence (P55212 194-293 limits assumed): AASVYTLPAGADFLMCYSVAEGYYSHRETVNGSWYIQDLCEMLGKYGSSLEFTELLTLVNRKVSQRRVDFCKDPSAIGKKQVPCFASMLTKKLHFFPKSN
SIRT5 inh – sirtuin-5 (human) deacylase inhibition | AID 652115 | Purified SirT5, succinyl-peptide AMC, trypsin-coupled fluorescence | inhibition, % at 15 µM | Q9NXA8 | 1.1% of 330,000 active; in the data active = inhibition above about 15%; inconclusive = no clear call, values can overlap the other calls
Target sequence (Q9NXA8 whole entry, looked up): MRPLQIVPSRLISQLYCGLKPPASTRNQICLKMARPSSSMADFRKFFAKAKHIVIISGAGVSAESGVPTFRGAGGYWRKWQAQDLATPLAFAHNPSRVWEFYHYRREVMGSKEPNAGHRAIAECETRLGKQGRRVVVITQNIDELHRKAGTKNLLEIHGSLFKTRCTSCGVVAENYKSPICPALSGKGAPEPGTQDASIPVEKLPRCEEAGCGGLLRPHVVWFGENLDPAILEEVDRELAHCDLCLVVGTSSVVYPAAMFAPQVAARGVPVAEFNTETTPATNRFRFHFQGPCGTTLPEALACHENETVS
Numbers without * were called inactive; ? = inconclusive; nt = not tested or not shown.

SMILES	DENV2 CPE rescue	LGR2 inh	ARNT-TACC3 inh	PAX8 reporter	EWS-Fli block	CASP6 VEID inh	SIRT5 inh
Nn1c(Cc2ccccc2)nc2sc3c(c2c1=O)CCC3	4	6	-4	10	5	-2	-1
C[C@@H]1CN([C@@H](C)CO)C(=O)Cc2cc(NC(=O)CCC(F)(F)F)ccc2O[C@@H]1CN(C)C	12	-27	-3	0	-14	-3	8
CCC(=O)Nc1ccc2c(c1)OC[C@H](C)N(Cc1ccncc1)C[C@@H](C)[C@H](OC)CN(C)C2=O	4	12	nt	-1	nt	0	4
O=c1c2ccccc2[nH]c(=S)n1-c1cccc(S(=O)(=O)N2CCCC2)c1	-4	9	-1	-12	-26	4	3
CCOc1ccc(S(=O)(=O)N2CCC(C(=O)NCCc3ccc(S(N)(=O)=O)cc3)CC2)cc1	-4	-7	-2	-8	8	0	-4
Cc1cccn2c(=O)c(/C=C(\C#N)C(=O)NC3CCS(=O)(=O)C3)c(N3CCC(C)CC3)nc12 (stereo not given)	nt	-17	2	-2	nt	nt	nt
CCc1ccccc1N(C)S(=O)(=O)c1ccc(-c2cc(C)no2)s1	-6	-3	-2	31	nt	-1	-7
CN1CCN(C(=O)C[C@@H]2CC[C@H]3[C@@H](COC[C@@H](O)CN3Cc3cccc(F)c3)O2)CC1	0	2	-6	-3	-4	1	0
C[C@H](CO)N1C[C@H](C)[C@H](CN(C)Cc2ccc(Cl)c(Cl)c2)Oc2ccc(NC(=O)C3CC3)cc2C1=O	-3	12	-6	nt	1	-2	4
Oc1[nH]c(=S)sc1C=C1N=c2ccccc2=N1	11	-14	-18	-76	-47	3	6
COc1ccc(NC(=O)c2cc(Br)ccc2Cl)c([N+](=O)[O-])c1	-3	-9	1	8	-4	1	1
O=C(NC(=S)Nc1ccc2[nH]c(=O)[nH]c2c1)c1ccccc1F	-2	-7	1	-28	-2	22	0
Cc1cc(C)cc(N(C(=O)c2ccccn2)C(C(=O)NC2CCCCC2)c2ccncc2)c1 (stereo not given)	-2	5	nt	2	0	4	-2
C[C@H](NC(=O)c1nc[nH]c1C(=O)NCC(=O)OCc1ccccc1)c1ccccc1	4	24	6	-18	-4	-1	-2
Cc1ccc(S(=O)(=O)Nc2ccc3c(c2)C(=O)N(C)[C@@H]2CC[C@H](CC(=O)O)O[C@H]2CO3)cc1	0	3	-12	-5	-5	-1	-1
O=C(O)c1ccccc1NS(=O)(=O)c1ccc2ccccc2c1	0	0	6	-34	-5	8	7
O=C(NN1CCOCC1)c1cc(-c2ccncc2)nc2ccccc12	4	8	-7	1	4	1	-1
O=C(CN1CCN(S(=O)(=O)c2ccc(Cl)c(Cl)c2)CC1)N1CCCCC1	-2	6	2	3	6	2	2
COc1ccc(C)cc1NC(=O)c1cc(S(=O)(=O)N2CCOCC2)cn1C	-2	-11	2	20	3	0	-3
CN(Cc1ccccc1)c1cc(Cl)nc(N)n1	-3	-2	-3	-8	2	-2	-7
C=CCc1cccc(/C=N/NC(=O)C(C)Nc2cccc(C)c2)c1O (stereo not given)	-2	-7	-3	11	17	-1	-2
Cc1ccc(-c2cnc3c(c2)C(=O)N([C@H](C)CO)C[C@@H](C)[C@@H](CN(C)C(=O)c2cccc(F)c2)O3)cc1	0	-10	3	8	-3	2	-1
COc1ccc(CN(C)C[C@@H]2Oc3ccc(NC(=O)c4ccncc4)cc3C(=O)N([C@H](C)CO)C[C@H]2C)cc1	-2	-7	nt	-14	-4	nt	-4
O=C(C1CC1)N1CCCCN2[C@H](C1)[C@@H](c1ccc(C#CC3CC3)cc1)[C@@H]2CO	4	nt	-3	-17	4	0	4
COCCNC(=O)C[C@@H]1C[C@H]2c3cc(NS(=O)(=O)c4ccccc4)ccc3O[C@H]2[C@@H](CO)O1	6	16	-4	-3	2	-1	-3
CCc1ccc(CN(C)C(=O)c2cc(S(=O)(=O)N3CCN(CC)CC3)ccc2Cl)cc1	4	7	6	10	5	-143	-1
COc1ccc(CNC(=O)CN2C(=O)CCSc3ccc(S(=O)(=O)N4CCCC4)cc32)cc1	4	2	0	-4	nt	0	-6
C[C@@H]1CN([C@H](C)CO)C(=O)c2cccc(NC(=O)c3ccncc3)c2O[C@H]1CN(C)Cc1ccccc1	5	9	4	nt	9	nt	9
O=C(COc1ccc2ccc(=O)oc2c1)Nc1cccc(S(=O)(=O)N2CCCCC2)c1	-6	33	-8	-14	-2	1	-4
COc1ccc(/C=N/Nc2nc(NCc3ccco3)nc(Nc3ccc(OC)cc3)n2)cc1	8	1	3	0	12	1	3
CNc1ncnc(NC)c1[N+](=O)[O-]	8	5	29	2	2	-3	nt
O=C(c1ccc(CS(=O)c2cccc(Cl)c2)o1)N1CCN(C2CCCCC2)CC1 (stereo not given)	-2	-6	3	-1	-2	-4	-2
C[C@H]1CN([C@@H](C)CO)C(=O)c2cc(C#CC3CCCCC3)cnc2O[C@H]1CN(C)C(=O)c1ccncc1	-2	6	0	-6	-9	-4	2
O=c1cc(-c2ccc(O)cc2)oc2ccc3ccccc3c12	-8	100*	nt	110*	89*	-3	-2
CCN1C(=O)c2ccccc2S(=O)(=O)c2ccc(C(=O)NC(C)C)cc21	5	-3	-4	10	-2	3	3
C[C@@H]1CN([C@H](C)CO)C(=O)c2cccc(NC(=O)Nc3ccc(F)cc3)c2O[C@@H]1CN(C)C(=O)Nc1cccc2ccccc12	-1	17	5	nt	7	2	1
O=C(CCc1nc2ccccc2c(=O)[nH]1)Nc1ccc(N2CCCCC2)cc1	4	11	-7	-3	-3	-2	2
COC(=O)C[C@H]1C[C@@H]2c3cc(NC(=O)Nc4ccc(F)cc4)ccc3O[C@@H]2[C@H](CO)O1	0	-17	8	-2	-5	nt	nt
CC(C)=CCn1c2ccc(NC(=O)NCc3ccc(F)cc3)cc2c(=O)n1C	-1	37	nt	18	?	2	-4
Cc1ccc(NC(=O)COc2ccccc2CNC(C)(C)CC(C)(C)C)cc1	nt	-9	9	nt	nt	5	-1
O=C(CNC(=O)C12CC3CC(CC(C3)C1)C2)OCc1cc(=O)n2cc(Br)ccc2n1	1	-4	-6	13	2	6	-6
COc1ccc(C(=O)COc2ccc3c(C)cc(=O)oc3c2)cc1	-3	-5	-5	3	-10	-2	1
C[C@@H]1CN([C@@H](C)CO)C(=O)Cc2cc(NC(=O)Nc3ccccc3)ccc2O[C@H]1CN(C)C(=O)Nc1ccc(C(F)(F)F)cc1	7	-12	6	20	2	nt	nt
Cc1ccc(O)c(N=Cc2cccs2)c1	nt	-53	0	-58	nt	nt	nt
O=C1C=C(c2cc3ccccc3s2)C[C@@H](c2ccc(F)cc2)C1	-5	-2	-1	3	-6	-2	-4
C[C@H]1CN([C@@H](C)CO)S(=O)(=O)c2ccc(C#Cc3ccc(F)cc3)cc2O[C@@H]1CN(C)C	17	-4	12	13	35	1	-2
COc1ccccc1Oc1ccc(N/C=C2/CCCC2=O)cc1	nt	-14	-3	-20	nt	nt	nt
O=C(/C=C/c1ccccc1Cl)NCCc1ccc(F)cc1	nt	-19	1	-47	-21	-4	-9
CC(=O)N1CCc2cc(N=NC3=C(O)CCCC3=O)ccc21	-2	14	-6	-103	-50	5	5
CC12CC3(C)CC(C)(C1)CC(C(=O)NC(=S)N1CCOCC1)(C2)C3	0	13	-10	nt	12	4	-1

(further entries)
SMILES	DENV2 CPE rescue	LGR2 inh	ARNT-TACC3 inh	PAX8 reporter	EWS-Fli block	CASP6 VEID inh	SIRT5 inh
COc1ccc2oc(=O)c(/C(C)=N/Nc3nc(-c4cc(C)ccc4C)cs3)cc2c1	-3	nt	-7	10	-3	3	nt
C[C@@H]1CN([C@@H](C)CO)C(=O)c2cc(NC(=O)CCC(F)(F)F)ccc2O[C@@H](C)CCCCO[C@@H]1CN(C)S(=O)(=O)c1cccs1	-1	-12	18	-22	-5	6	3
CN(C)CCCNC(=O)C[C@H]1CC[C@H]2[C@@H](COc3ccc(NC(=O)c4ccc5c(c4)OCO5)cc3C(=O)N2C)O1	-9	-5	nt	nt	-6	1	1
CCOc1ccc(N(CC)C(=O)CCS(=O)(=O)c2cccc3nonc23)cc1	4	8	1	-2	0	-2	-7
C[C@@H]1CCCCO[C@H](CN(C)C(=O)C2CCCCC2)[C@H](C)CN([C@@H](C)CO)C(=O)c2cc(NS(=O)(=O)c3ccc(F)cc3)ccc2O1	-9	7	-7	-2	0	1	16*
COc1ccccc1CC1(C)C(=O)Nc2c(Cl)cccc21 (stereo not given)	16	4	nt	nt	-11	0	-1
O=C(NC(=S)Nc1ccc2c(c1)OCO2)c1ccccc1	nt	-100	-14	nt	nt	0	-5
Cc1cc(C(=O)Nc2cccc3c2O[C@@H](CN(C)CC2CC2)[C@H](C)CN([C@@H](C)CO)C3=O)n(C)n1	0	-9	-6	nt	-1	-1	8
Oc1c(Br)cc(Br)cc1/C=N/n1c(-c2ccccc2)n[nH]c1=S	8	8	-2	-1	12	1	-3
O=C(Nc1ccc(F)cc1)c1nc[nH]c1C(=O)Nc1ccc([N+](=O)[O-])cc1	5	17	4	0	32	9	0
CSc1ccc(C(=O)/C=C/c2ccc(N)cc2)cc1	nt	-28	-2	-160	nt	nt	nt
CC(OC(=O)c1ccc([N+](=O)[O-])s1)C(=O)Nc1ncc(Cl)cc1Cl (stereo not given)	nt	15	-7	18	nt	nt	nt
COc1cccc(NC(=O)N(C)C[C@H]2Oc3cc(C#Cc4ccncc4)ccc3S(=O)(=O)N([C@@H](C)CO)C[C@H]2C)c1	15	6	-4	nt	11	0	2
O=C(Cc1ccc([N+](=O)[O-])cc1)Nc1ccc(C(=O)N2CCOCC2)cc1	-1	-5	3	-13	-4	2	nt
CC(C)OC(=O)CCC(=O)Nc1ccc(F)cc1	-3	nt	-1	1	13	1	0
C[C@@H]1CCCCO[C@@H](CN(C)CC2CCCCC2)[C@H](C)CN([C@H](C)CO)C(=O)c2cc(NC(=O)Cc3ccccc3)ccc2O1	-1	-4	-4	-19	3	-1	-2
Cc1ccc(CN2CCSc3ccc(C(=O)NCCCN4CCOCC4)cc32)cc1	13	-3	9	13	6	-2	-24
COc1ccc(Cc2nc3ccc(C(=O)N4C[C@@H](C)O[C@@H](C)C4)cc3o2)cc1OC	-2	-24	-3	-146	nt	1	-1
COC(=O)[C@@]12CCCCN1[C@H](c1ccc(-c3ccc(Cl)c(Cl)c3)c(OC)c1)[C@H]1C(=O)N(C)C(=O)[C@H]12	?	44	-1	-4	2	2	4
Cc1cccc(N2C(=O)c3ccc(Br)cc3C2=O)n1	-1	-16	-6	16	9	2	-5

Given comma-delimited: part of the list above.
SMILES,DENV2 CPE rescue,LGR2 inh,ARNT-TACC3 inh,PAX8 reporter,EWS-Fli block,CASP6 VEID inh,SIRT5 inh
O=C(Cc1ccc([N+](=O)[O-])cc1)Nc1ccc(C(=O)N2CCOCC2)cc1,-1,-5,3,-13,-4,2,nt
Cc1cccc(N2C(=O)c3ccc(Br)cc3C2=O)n1,-1,-16,-6,16,9,2,-5

The list goes on.
SMILES	DENV2 CPE rescue	LGR2 inh	ARNT-TACC3 inh	PAX8 reporter	EWS-Fli block	CASP6 VEID inh	SIRT5 inh
O=C(C[C@@H]1C[C@@H]2c3cc(NC(=O)NC4CCCC4)ccc3O[C@@H]2[C@H](CO)O1)NCc1ccc(Oc2ccccc2)cc1	19	-7	-10	-3	3	-3	nt
COc1cc([C@H]2Oc3c(OC)cc(CCCO[C@@H]4O[C@H](CO)[C@@H](O)[C@H](O)[C@H]4O)cc3[C@@H]2CO)ccc1O	-11	12	-8	nt	-6	-1	25*
CCCNC(=O)N1C[C@@H](O)COC[C@@H]2O[C@@H](CC(=O)N3CCOCC3)CC[C@H]21	0	-11	-11	-14	1	-3	1
Cc1ccc(C)c(CN2C(=O)CSc3ccc(C(=O)NCCN4CCOCC4)cc32)c1	-6	6	-2	17	4	0	-11
COc1ccc(C(=O)N2C[C@@H]3[C@H](c4ccccc42)[C@@H](CO)N3Cc2ccccc2Cl)cc1	-11	13	2	14	19	2	2
Cc1ccc(C(=O)N2O[C@]34C=C[C@]25C[C@@H](O)CC[C@]5(C)C3CC[C@]2(C)[C@@H]([C@H](C)/C=C/[C@H](C)C(C)C)CC[C@H]24)cc1 (stereo not given in full)	-9	2	nt	10	-6	4	nt
Cc1ccc(S(=O)(=O)Nc2ccc3c(c2)CC(=O)N([C@H](C)CO)C[C@H](C)[C@@H](CN(C)S(=O)(=O)c2cccs2)O3)cc1	-8	11	0	-11	3	2	3
